Source: PubChem BioAssay (several laboratories)
RAM network inh – blocks the yeast RAM network; S. cerevisiae dse1pr::URA3 reporter, 5-FOA growth OD615, 2 d; analog-sensitive cbk1-as2 kinase mutant strain; inhibition, % at 50 µM; 1.8% of 190,000 active; AID 868;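 active = inhibition above a set limit, 3 SD over mean compound inhibition, cut at about 8.4% in these data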;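 also: 0% = DMSO-only wells with no growth and 100% = 10 µM 1-NA-PP1 full growth; inhibition rescues growth on 5-FOA so higher OD means more RAM inhibition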
TNAP inh hi DEA – TNAP (human) inhibition, high acceptor; P05186; purified TNAP, CDP-star luminescence, 1 M DEA; inhibition, % at 20 µM; 0.03% of 200,000 active; AID 1135;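 active = over 50% inhibition of tissue-nonspecific alkaline phosphatase at 20 µM in the single-dose screen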;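 also: plate controls were DMSO wells for no effect and EDTA-quenched wells as full inhibition for full effect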
Target sequence (P05186 whole entry, looked up): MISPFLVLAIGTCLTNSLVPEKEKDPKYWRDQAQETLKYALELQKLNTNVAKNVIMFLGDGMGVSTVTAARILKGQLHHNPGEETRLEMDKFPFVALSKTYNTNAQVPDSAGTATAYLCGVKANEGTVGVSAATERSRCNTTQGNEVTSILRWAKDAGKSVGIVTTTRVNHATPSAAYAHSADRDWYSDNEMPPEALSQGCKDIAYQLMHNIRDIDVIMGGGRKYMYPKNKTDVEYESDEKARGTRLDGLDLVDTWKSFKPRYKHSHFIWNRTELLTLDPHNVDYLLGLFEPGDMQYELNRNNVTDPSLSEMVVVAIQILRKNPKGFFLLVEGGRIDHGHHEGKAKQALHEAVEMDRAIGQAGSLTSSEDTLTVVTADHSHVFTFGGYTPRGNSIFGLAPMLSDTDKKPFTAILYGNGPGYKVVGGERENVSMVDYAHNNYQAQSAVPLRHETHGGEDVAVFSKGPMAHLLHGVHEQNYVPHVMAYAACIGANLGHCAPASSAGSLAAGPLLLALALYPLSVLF
S1P3 antagonist – blocks the human S1P3 receptor | Q99500 | CHO S1P3 NFAT-BLA reporter, FRET fluorescence, antagonist mode | inhibition, % at 4.98 µM | 0.27% of 170,000 active | AID 485;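 active = inhibition above the plate cutoff, the mean inhibition of test wells on that plate plus 3 SD, cut at about 28% in these data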;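 also: cells challenged with S1P at its EC80 of 0.8 µM; blue over green emission ratio from cleaved BLA substrate after 4 h stimulation; 0% = S1P-stimulated wells and 100% = unstimulated DMSO-only wells; some compounds past the cut are filed as inactive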
Hsp70 activator – switches on Hsp70 transcription | HeLa Hsp70 promoter luciferase reporter, luminescence; scaled: vehicle 0, proteasome-inhibitor control 100% | activation, % at 10 µM | 0.04% of 200,000 active;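 active = activation above the mean across all tested compounds plus 3 SD, cutoff set per campaign, cut at about 5.5% in these data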;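 also: 100% = MG132 at 30 µM as the positive control and 0% = DMSO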
Redox H2O2 prof – compounds producing H2O2 with reducing agent – biochemical, NIH compound library profiling, artefact control for MLSCN library redox annotation, primary screen. DTT-dependent redox cycling H2O2, phenol red/HRP absorbance; 100% = 100 µM peroxide control, 0% = buffer. activation, % at 10 µM. 0.03% of 200,000 active. AID 878;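 active = activation of at least 50% relative to the plate's high and low controls in the primary single-dose screen; inactive = activation below 50%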;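 also: compound incubated with DTT at 0.8 mM final as the reducing agent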
HMGR II inh – blocks class II HMG-CoA reductase of Enterococcus faecalis | purified E. faecalis HMGR, NADPH absorbance 340 nm kinetic | inhibition, % at 10 µM | 0.41% of 190,000 active | AID 1066;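 active = inhibition above a set limit, the median over all tested compounds plus 3 SD, cut at about 9.5% in these data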;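 also: enzyme runs in reverse so mevalonate oxidation gives rising NADPH absorbance; 0% = complete reaction with DMSO and 100% = background rate lacking mevalonate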
PMI act hi M6P – activators of human phosphomannose isomerase at near-saturating mannose 6-phosphate; P34949; coupled PMI enzyme assay, resazurin fluorescence, 20 min; hits give high values; 1 = untreated enzyme, 0 = substrate-free blank; activation factor at 20 µM; 0.34% of 190,000 active; AID 1216;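 active = activation factor of 2 or more at 20 µM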
Target sequence (P34949 whole entry, looked up): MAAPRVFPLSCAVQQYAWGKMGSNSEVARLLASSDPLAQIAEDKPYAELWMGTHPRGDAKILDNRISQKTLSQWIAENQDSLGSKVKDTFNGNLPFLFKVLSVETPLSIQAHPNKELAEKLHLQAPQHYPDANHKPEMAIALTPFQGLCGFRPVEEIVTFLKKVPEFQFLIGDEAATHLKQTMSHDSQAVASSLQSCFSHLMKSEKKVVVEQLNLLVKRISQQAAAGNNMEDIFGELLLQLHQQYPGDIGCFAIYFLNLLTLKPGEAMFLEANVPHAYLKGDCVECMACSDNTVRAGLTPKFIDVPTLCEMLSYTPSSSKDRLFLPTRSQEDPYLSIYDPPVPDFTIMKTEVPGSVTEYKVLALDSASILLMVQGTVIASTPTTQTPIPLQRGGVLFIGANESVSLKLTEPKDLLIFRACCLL
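assay system = human phosphomannose isomerase with PGI, G6PDH, diaphorase coupling enzymes | quantity = 15 ng/mL PMI | incubation = enzyme reaction with compound 20 min at room temperature | medium = HEPES pH 7.4 buffer with MgCl2 and Tween-20 | compound dosing = one concentration, 20 µM, in 1% DMSO | measured by = Diaphorase-driven resazurin-to-resorufin fluorescence, excitation 544, emission 590 nm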
L major viab – reduces viability of Leishmania major promastigotes. inhibition, % at 10 µM. AID 1063. 9% of 200,000 active. resazurin fluorescence viability; in the data active = inhibition above about 50%;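 also: promastigotes grown with compound for 44 hours at 28 °C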
PMI activator – phosphomannose isomerase (human) activation; purified human PMI, coupled resazurin fluorescence, 20 min; hits give high values; 1 = vehicle control, 0 substrate-free wells; P34949; AID 1214; 0.005% of 190,000 active; activation factor at 20 µM;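 active = activation factor of 2 or more at 20 µM, relative to plate controls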
TNAP inh noacc – inhibitors of human TNAP without phosphate acceptor; P05186; inhibition, % at 20 µM; 0.26% of 200,000 active; purified TNAP, CDP-star luminescence, 30 min;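 active = tissue-nonspecific alkaline phosphatase inhibition above about 50% at 20 µM in the single-dose screen, limit read from the data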;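 also: 0% = DMSO negative control and 100% = EDTA positive control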
* = called active by the depositor; · = not tested or not shown.

SMILES	RAM network inh	TNAP inh hi DEA	S1P3 antagonist	Hsp70 activator	Redox H2O2 prof	HMGR II inh	PMI act hi M6P	L major viab	PMI activator	TNAP inh noacc
CC(C)c1ccccc1NC(=O)c1ccc(CN(c2ccccc2)S(=O)(=O)c2ccccc2)cc1	1.1	4.5	9.4	-0.2	1.1	1.8	1	9.6	1.1	-3.7
COC(=O)c1ccc(NC(=O)c2cn(-c3ccccc3)nc2-c2ccncc2)cc1	1.9	0.6	·	-0.1	-1.1	0.9	0.8	-1.1	0.8	-8.5
Cc1cccc(OCCC(=O)Nc2ccc(F)c(Cl)c2)c1	0.4	2.0	-8.5	-0.3	0.2	0.0	0.9	65.3*	0.7	-11.5
CC(=O)c1ccc(N2CCN(C(=O)C3CCCN(S(=O)(=O)c4cnc[nH]4)C3)CC2)cc1 (stereo unspecified)	0.7	2.4	-16.2	-0.3	1.5	-0.9	0.9	-0.8	0.9	5.7
COc1ccc(C(=O)/C=C/Nc2cccc(O)c2)cc1	2.1	3.1	·	-0.2	-0.2	-4.4	0.9	0.3	0.8	-0.4
CCOC(=O)N1CCC(N2CC34C=CC(O3)C(C(=O)O)C4C2=O)CC1 (stereo unspecified)	0.3	-4.0	6.2	0.1	-0.1	-0.7	1	-4.7	0.9	-4.5
COC(=O)Oc1ccc(/C=N/NC(=O)CN(c2ccccc2Cl)S(C)(=O)=O)cc1OC	0.4	-0.1	·	0.1	0.3	-1.0	1	-15.2	1	20.7
O=C(N/N=C/c1cc(Cl)ccc1O)C(=O)Nc1ccccc1OC(F)(F)C(F)F	2.9	7.2	4.9	1.1	-0.1	-7.7	1.1	99.2*	1.1	-47.3
COc1cccc(NC(=O)CNC(=O)c2ccc(C)cc2)c1	1.7	-0.7	-2.7	-0.4	0.5	-4.9	1	-2.0	1	-7.1
Cc1ccc(C(=O)CN(C(=O)c2ccc(Cl)cc2)N2C(=O)CCC2=O)cc1	1.6	-4.1	-0.9	-0.5	-0.6	-1.7	1	88.6*	1	-9.0
COc1ccc(S(=O)(=O)Nc2cc3c(cc2C(C)=O)OCO3)cc1	0.9	-0.6	-21.4	-0.2	0.2	-7.8	·	-6.6	·	0.3
O=C(COc1ncnc2sccc12)N1CCN(S(=O)(=O)c2ccc(Cl)cc2)CC1	0.9	-3.7	-3.1	0.3	0.2	-0.7	1	-3.0	0.9	-3.6
Cc1ccc(-n2c(SCC(N)=O)nc3c([nH]c4ccccc43)c2=O)cc1	0.7	-6.3	11.9	-0.2	-2.5	-6.3	0.9	-1.3	0.9	-11.8
CCn1cc([N+](=O)[O-])c(C(=O)Nc2c(C)nn(Cc3cccc(F)c3)c2C)n1	1.2	-6.5	-0.6	-0.2	-0.1	3.4	1	-5.4	1	-8.1
COc1ccc(S(=O)(=O)N2CCN(C)CC2)cc1Br	1.3	-8.0	-18.8	-0.4	-7.3	0.3	1	0.3	1	-12.4
NC(=O)N1CCCC1C(=O)Nc1ccc(Cl)c(Cl)c1 (stereo unspecified)	0.4	-13.6	·	1.2	0.7	-4.2	1	-2.1	1	-13.9
CC12CCCCN1CCCc1c2[nH]c2ccccc12 (stereo unspecified)	3.6	-5.0	-3.4	-0.3	1.8	-9.1	1	64.4*	1.1	-15.4
CCOC(=O)N1CCC(NC(=O)c2ccc3c(c2)N(Cc2ccc(F)cc2)CCS3)CC1	6.4	-1.2	·	-0.3	-0.6	-2.5	0.8	14.8	0.8	-17.5
COP(=O)(CC(=O)c1ccccc1)CC(=O)c1ccccc1	2.8	-2.8	-17.1	0.1	0.1	-2.2	1	-7.6	1	-6.4
CC1CN(C(=O)COC(=O)c2cccs2)CC(C)O1 (stereo unspecified)	-0.5	-6.2	-56.5	-0.2	-1.3	-0.3	1.1	0.9	1	-6.8
CCC(=O)NC(c1cccs1)c1cc(Cl)c2cccnc2c1O (stereo unspecified)	7.2	-4.0	-9.0	-0.2	-0.4	-2.4	·	98.2*	·	-8.4
O=C(Cc1cn2ccsc2n1)NCc1ccccc1	1.4	-7.7	-8.6	0.0	4.6	0.9	1.1	-4.8	1	-14.9
Cc1cc(C)cc(CSCC(=O)NN=C2CCCCCC2)c1	-0.4	-5.7	-2.8	0.1	-0.5	-3.6	1	6.0	1	-2.9
O=C(Cc1cccs1)NCC1CCCO1 (stereo unspecified)	2.0	-7.7	-10.7	-0.1	-4.2	0.2	0.9	-4.1	1	-11.3
CCOC(=O)c1c[nH]n(-c2ccccc2)c1=O	-0.4	-3.4	-8.5	0.4	1.1	0.3	1	-7.3	1.2	-11.1
O=C(Nc1ccccc1)NC1CS(=O)(=O)CC1O (stereo unspecified)	2.0	-5.1	27.9	-0.3	3.0	-6.7	0.8	-4.5	0.9	-8.9
CCCOc1ccc(C(CC(=O)O)NS(=O)(=O)c2ccc(NC(C)=O)cc2)cc1 (stereo unspecified)	0.7	-5.7	-3.3	0.0	0.1	-5.8	1	-4.1	1	9.5
CC(C)NCC(O)COc1ccc(Br)cc1 (stereo unspecified)	0.1	-6.0	7.4	0.0	0.0	-6.9	0.9	2.5	0.9	-13.9
CCc1ccc(-n2c(C)n[nH]c2=S)cc1	0.2	-2.7	-15.1	-0.2	0.1	-2.0	0.9	-6.1	0.9	1.2
CC(=O)Nc1ccc(C(=S)NCc2ccco2)cc1	0.1	0.8	·	-0.2	0.1	-1.4	0.9	-0.9	0.9	-3.1
COc1ccccc1NC(=O)c1[nH]c(C)c(C(C)=O)c1C	4.4	-5.5	-10.5	-0.2	1.8	-0.3	0.9	-1.9	0.9	-11.9
CCOCCCNC(=O)C(NC(=O)c1ccccc1O)c1ccc(C)cc1 (stereo unspecified)	0.6	0.2	-15.0	0.1	-1.8	-0.3	1	-4.0	1	4.2
S=c1[nH]nc(-c2ccco2)n1/N=C/c1ccc(Cl)cc1	2.0	0.6	5.2	-0.4	0.0	-5.6	0.8	-6.6	0.9	54.0*
COc1ccc(COc2cc(-c3cccc(OC)c3)nc3ccc(NC(=O)c4ccc(C)cc4)cc23)cc1	8.6*	-5.3	19.7	0.4	2.0	3.8	1	32.2	0.9	-9.7
CN(C(=O)COC(=O)CNC(=O)CNC(=O)c1ccc(Cl)cc1Cl)c1ccccc1	0.7	-3.8	16.6	0.0	1.7	-1.6	1	-3.8	0.9	-11.5
O=C(C1CCN(Cc2ccc(Cl)cc2)CC1)N1CCN(C(c2ccccc2)c2ccccc2)CC1	0.7	-1.7	6.2	-0.3	1.7	-14.0	1	87.5*	0.9	-29.3
O=C(CSc1ccc2ccccc2n1)NCc1ccc2c(c1)OCO2	5.0	-4.8	-13.2	0.0	-1.7	-0.6	1.2	6.4	1.2	-6.2
C/C(Cn1cnc([N+](=O)[O-])n1)=N\NC(=O)c1ccc(F)cc1	1.2	-2.2	·	-0.1	-3.9	-7.8	0.9	10.7	0.9	-9.5
COc1ccc([N+](=O)[O-])cc1NC(=O)CC(C)c1ccccc1 (stereo unspecified)	2.8	-5.5	·	-0.3	-1.4	-2.3	0.9	1.0	1	-4.8
CCOC(=O)Cc1csc(NC(=O)C(CC(C)C)NC(=O)C2CCCCC2)n1 (stereo unspecified)	1.9	-5.2	3.0	0.2	-1.1	-5.3	1	11.0	1	-13.3
COc1cccc(-c2csc(N3CCN(C(=S)Nc4ccc(Cl)cc4)CC3)n2)c1	1.8	-1.3	·	0.1	-3.9	-4.0	0.9	78.6*	0.9	-10.1
O=S(=O)(/C=C/c1ccccc1)Nc1cccc(S(=O)(=O)NC2=NCCC2)c1	1.1	-6.7	-12.8	-0.2	-1.5	-8.0	1	-9.4	1	-4.7
COc1nccnc1NS(=O)(=O)c1ccc(NC(=S)NC(=O)c2ccc(F)cc2)cc1	5.1	-2.0	-6.6	-0.6	0.2	3.6	0.9	19.2	0.9	-4.3
Cc1ccc(Nc2nc3ccccc3nc2Nc2c(C)n(C)n(-c3ccccc3)c2=O)cc1	4.8	-1.4	-0.2	-0.4	0.5	-1.2	0.9	5.2	0.9	-1.6
O=S(=O)(O)c1nc2ccccc2n1Cc1ccc(Cl)cc1Cl	1.2	-3.3	·	-0.3	0.1	-6.9	1	-1.5	1	-6.0
O=C(Nc1ncc(Cc2cc(Cl)ccc2Cl)s1)c1ccc([N+](=O)[O-])cc1	3.6	4.4	·	0.1	-8.9	0.6	0.9	-2.5	0.9	-0.5
CN(C)S(=O)(=O)N(Cc1ccc(Br)cc1)c1ccccc1	-0.9	1.2	1.2	-0.2	3.1	-3.3	0.9	25.1	0.9	-2.6
CCOC(=O)CNC(=O)CNC(=O)Cn1ccc2ccccc2c1=O	0.8	-3.8	·	-0.2	0.2	-4.2	1	-4.0	1	-7.6
O=C(NCc1ccccn1)c1cc(-c2ccc(Br)cc2)nc2ccccc12	2.9	-4.2	-21.7	-0.3	-0.7	2.5	1	-4.7	1	-8.6
Cc1cc(N(C)NC(=S)Nc2ccccc2)nc(C)n1	2.4	-7.9	-8.0	-0.6	0.1	-1.6	1	-3.6	1.1	-7.9

Some entries already given, showing only RAM network inh and PMI activator.
compound | RAM network inh | PMI activator
Cc1cc(N(C)NC(=S)Nc2ccccc2)nc(C)n1 | 2.4 | 1.1
O=C(Nc1ncc(Cc2cc(Cl)ccc2Cl)s1)c1ccc([N+](=O)[O-])cc1 | 3.6 | 0.9

Continuation.
SMILES	RAM network inh	TNAP inh hi DEA	S1P3 antagonist	Hsp70 activator	Redox H2O2 prof	HMGR II inh	PMI act hi M6P	L major viab	PMI activator	TNAP inh noacc
CCOCCCNC(=O)CSCc1nc(-c2ccc(SC)cc2)oc1C	-0.1	4.0	11.5	0.0	-0.5	-4.5	1	0.0	1	-4.9
CC(C)(C)NC(=O)CN(C(=O)CNC(=O)c1cccs1)c1ccc2c(c1)OCCO2	1.3	0.3	·	0.1	1.3	5.4	0.9	-4.2	0.9	-4.3
CCNc1nc(SCCOc2ccc(Cl)cc2Cl)nc(N(C)C)n1	2.3	4.9	7.3	0.1	-1.2	-5.4	0.9	56.3*	1	1.0
CCN(CC)CCCNC(=O)CN1C(=O)CSc2ccc(S(=O)(=O)N3CCOCC3)cc21	0.0	-0.1	-30.9	-0.5	0.2	-6.6	1	-5.2	1	-6.8
Cc1cnc(C(=O)OCC(=O)N2CCc3ccccc3C2)cn1	2.3	-5.5	-12.2	-0.3	-0.6	-8.1	0.9	-3.6	0.9	-11.0
Clc1ccccc1-c1nc2nc3ccccc3nc2n1-c1ccc2c(c1)OCO2	4.9	-2.2	1.5	-0.4	0.3	-1.1	0.8	16.7	0.8	2.0
COc1ccc(C2CCCN2C(=S)Nc2ccccc2C)cc1OC (stereo unspecified)	3.3	-4.8	-3.3	0.6	0.9	-0.5	1	2.6	1	-1.7
O=C(c1cccc(C(F)(F)F)c1)N(c1ccccn1)C1CCCCC1	0.1	-6.3	7.2	-0.1	-1.3	-7.1	0.9	13.6	0.9	-7.4
